Menin-MLL TR inh: displaces Texas Red mutant MLL peptide from human menin. O00255. 0.23% of 270,000 active. Potency, µM (top dose mostly 61.6 µM), for inactives: at the highest dose FP activity change, negative = inhibition, hits mostly inhibitors. AID 1768. Menin + Texas Red MLL mutant peptide, fluorescence polarization; active means well fitted inhibition curve with a large enough effect in the polarisation, with a control signal flat, not every such curve was filed as active; inconclusive means small, poorly fitted or top-dose-only effect, or effect the other way, or a change in a side signal; inactive means no such curve, though single readings can be large or run the other way; the % refers to the polarisation; further: potency means the concentration at half of the fitted maximal effect; % of control where 0% means no effect; many of its hits are not listed in these tables
Target sequence (O00255 whole entry, looked up): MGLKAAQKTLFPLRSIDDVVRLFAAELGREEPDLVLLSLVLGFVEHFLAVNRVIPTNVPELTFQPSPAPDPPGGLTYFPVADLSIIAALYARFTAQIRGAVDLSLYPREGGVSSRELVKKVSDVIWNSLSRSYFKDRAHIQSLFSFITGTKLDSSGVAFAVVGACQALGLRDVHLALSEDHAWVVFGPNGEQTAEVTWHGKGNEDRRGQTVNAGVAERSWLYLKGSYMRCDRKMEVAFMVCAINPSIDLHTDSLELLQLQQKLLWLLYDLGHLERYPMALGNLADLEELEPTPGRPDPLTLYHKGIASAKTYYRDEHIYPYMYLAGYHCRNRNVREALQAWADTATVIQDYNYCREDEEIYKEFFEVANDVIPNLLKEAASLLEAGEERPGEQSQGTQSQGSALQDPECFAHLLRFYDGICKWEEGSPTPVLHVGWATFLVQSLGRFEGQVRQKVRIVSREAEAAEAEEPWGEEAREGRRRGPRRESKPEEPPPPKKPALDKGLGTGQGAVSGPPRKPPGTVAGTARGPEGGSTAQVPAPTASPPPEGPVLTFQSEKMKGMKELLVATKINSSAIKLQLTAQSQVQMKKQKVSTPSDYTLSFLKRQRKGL
TCR activator: activates T cell receptor signaling; primary human leukocytes, anti-CD3, IL-2 HTRF, 48 h; Potency, µM (doses to about 9.22 µM), without a hit: at the top dose activation of IL-2 secretion, most hits filed as activators; 330,000 tested, under 10 active; further: % of control where 0% means no effect
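Primary human leukocytes were stimulated with a-CD3 beads plus compounds for 48 hr without co-stimulation; secreted IL-2 was quantified by HTRF using a-IL-2-K (europium cryptate) and a-IL-2-d2, excited at 320nm with acceptor emission read at 665nm.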
Mito fusion yeast: blocks mitochondrial division or promotes mitochondrial fusion. S. cerevisiae fusion-defective mutant growth rescue, CellTiterGlo 48 h. 0.23% of 320,000 active. Potency, µM (highest dose often 46.1 µM), for inactives: top-dose growth rescue (activation), hits mostly activators;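 further: potency means the concentration at half of the fitted maximal effect; % of control where 0% means no effect; nearly all actives have a fitted effect of over 45% in size; temperature-sensitive fusion mutants such as fzo1-1 at 37 °C on non-fermentable ethanol glycerol medium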
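Read-out: ATP-based luminescence (CellTiterGlo, 10 min ambient) reporting growth of fusion-defective ts yeast after 48 hours at 37C on glycerol/ethanol YPEG medium in the presence of compound.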
Integrin act MD: activators of alpha7 integrin expression for muscular dystrophy; alpha7betagal myoblasts, beta-gal FDG fluorescence, 48 h; Potency, µM (doses to about 38.3 µM), for inactives: at the highest dose activation, usual class: activators; AID 624291; 0.064% of 350,000 active;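 further: potency means the concentration at half of the fitted maximal effect; 100% = response of the positive control SU9516; nearly all actives have a fitted effect of over 60% in size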
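Alpha7betagal+/- myoblasts (passage 13) were plated 16-24 hr, then exposed to compounds (1:260 dilution of DMSO stock) for 48 hours at 37C. After MPER lysis, β-galactosidase reporter activity was read as FDG fluorescence (ex 480/em 540) after 30 minutes.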
TSG101-PTAP inh: blocks PTAP/TSG101 interaction to inhibit HIV-1 budding | Q99816 | Fluorescence polarization, FITC-PTAP peptide / Tsg101 binding | Potency, µM (doses to about 115 µM), for inactives: at the highest dose activity change, negative = inhibition, most hits filed as inhibitors | 340,000 tested, under 10 active; active means well fitted inhibition curve with a large enough effect in the main read-out, with a control signal flat, not every such curve was filed as active; inconclusive means small, poorly fitted or top-dose-only effect, or effect the other way, or a change in a side signal; inactive means no such curve, though single readings can be large or run the other way; further: potency means the concentration at half of the fitted maximal effect; % of control where 0% means no effect
Target sequence (Q99816 whole entry, looked up): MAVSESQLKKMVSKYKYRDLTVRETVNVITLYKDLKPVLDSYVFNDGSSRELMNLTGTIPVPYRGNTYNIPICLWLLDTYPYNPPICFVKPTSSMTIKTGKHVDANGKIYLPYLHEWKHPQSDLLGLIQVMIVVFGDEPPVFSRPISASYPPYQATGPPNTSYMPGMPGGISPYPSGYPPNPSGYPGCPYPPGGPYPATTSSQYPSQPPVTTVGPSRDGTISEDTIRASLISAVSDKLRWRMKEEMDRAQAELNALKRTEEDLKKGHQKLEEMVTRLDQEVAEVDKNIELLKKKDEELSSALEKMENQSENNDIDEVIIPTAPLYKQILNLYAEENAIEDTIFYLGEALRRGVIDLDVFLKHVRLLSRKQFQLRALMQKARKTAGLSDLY
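Fluorescence polarization binding of Tsg101 binding domain (10 uM final) to FITC-labeled PTAP peptide (50 nM final) in HEPES pH 7.5 buffer with NaCl, Tween 20, EDTA, TCEP. Compounds added before peptide; binding 20 min at RT.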
S-ASM inh: inhibitors of human secretory acid sphingomyelinase | AID 504937 | P17405 | placental ASM, HMU-PC fluorogenic substrate, 60 min | 0.006% of 340,000 active | Potency, µM (doses to about 57.5 µM), without a hit: at the highest dose activity change, negative = inhibition, most hits filed as inhibitors; further: potency means the concentration at half of the fitted maximal effect
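Human placenta-derived ASM enzyme was preincubated with compound for 10 minutes at room temperature, then given fluorogenic substrate HMU-PC0 (9 uM final) for 60 minutes at 37 °C; a pH 10 stop preceded fluorescence reading at Ex 386/Em 447 nm.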
MLL CXXC-DNA inh: blocks binding of human MLL CXXC domain to DNA | AID 2662 | 0.037% of 290,000 active | Q03164 | Potency, µM (titrated, usually from 115 µM), for inactives: top-dose activity change, negative = inhibition, usual class: inhibitors | MLL-CXXC / FITC-HOXA9 DNA fluorescence polarization; active means well fitted inhibition curve with a large enough effect in the polarisation, with a control signal flat, not every such curve was filed as active; inconclusive means small, poorly fitted or top-dose-only effect, or effect the other way, or a change in a side signal; inactive means no such curve, though single readings can be large or run the other way; the % refers to the polarisation; further: potency means the concentration at half of the fitted maximal effect
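Steps: dispense CXXC domain solution (7 uM) → pin compounds or unlabeled HOX-A9 DNA control → 5 min ambient → add FLSN-HOX-A9 solution (50 nM) → spin → 30 min ambient → fluorescence polarization. Tris pH 7.5/NaCl/DTT/BSA buffer.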
AT treatment: potential ataxia-telangiectasia treatments restoring KAP-1 phosphorylation | […] A-T fibroblasts, KAP-1 phosphorylation AlphaLISA; neocarzinostatin DNA damage 30 min before lysis | 0.19% of 320,000 active | AID 485349 | Potency, µM (doses to about 57.5 µM), without a hit: at the highest dose activation, hits mostly activators; further: potency means the concentration at half of the fitted maximal effect; % of control where 0% means no effect; nearly all actives have a fitted effect of over 45% in size
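ATM-like activity read as KAP-1 phosphorylation via AlphaLISA donor/acceptor antibody pairs after lysis and 6 hr at 25C. Cells were ATM-null patient fibroblasts ([…], hTERT), dosed 60 min, then exposed to the DSB inducer NCS for 30 min.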
TSHR antagonist: human thyrotropin receptor antagonism; TSHR-expressing cells, TSH-stimulated cAMP HTRF, 2 h; hits give low values; 0.2% of 330,000 active; P16473; activity change, negative = inhibition, % at 11.5 µM;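 active means activity change below a set negative limit, meaning inhibition stronger than a set level, cut at about -70% in these data; inconclusive means activity change between two set negative limits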; further: on the % scale 0 is the no-effect control and ±100 the full control effect
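Freshly harvested TSHR cells receive pin-tooled compound, then EC80 TSH at 4nM final. After 2 hours at 37 deg C, antibody in lysis buffer and cAMP-d2 are added; 30 minutes at ambient temperature precede the HTRF read.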
MBNL1 CUG block: inhibitors of human MBNL1 binding to CUG repeat RNA; TR-FRET MBNL1-His/biotin-(CUG)12 binding, 665/545 ratio; Potency, µM (titrated, usually from 57.5 µM), for the others: at the highest dose activity change, negative = inhibition, hits mostly inhibitors; AID 2675; 0.036% of 280,000 active; Q9NR56; active means well fitted inhibition curve with a large enough effect in the signal ratio, with a control signal flat, not every such curve was filed as active; inconclusive means small, poorly fitted or top-dose-only effect, or effect the other way, or a change in a side signal; inactive means no such curve, though single readings can be large or run the other way; the % refers to the signal ratio; further: potency means the concentration at half of the fitted maximal effect; on the % scale 0 is the no-effect control and ±100 the full control effect
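Compound titration spanned 92 nM–58 uM against the MBNL1-His/biotin-(CUG)12 complex. After 60 min at room temperature with 5 nM streptavidin-XL665 and 0.055 ng/ul terbium anti-His, ratiometric 665/545 nm emission (Ex 340 nm) normalized to controls.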
Active calls of the source: *; i = inactive; ? = inconclusive; . = not tested or not shown; [ ] = dose if it differs, or a comment. Unless noted, the call rests on the fitted dose curve; in most records, active means well fitted curve in the direction sought with a large enough effect; inconclusive means small, poorly fitted or top-dose-only effect, or another doubt; inactive means no such curve, though single readings can be large; an effect the other way counts as inactive or inconclusive. A portion of the library; rates above refer to the full screens.

SMILES	Menin-MLL TR inh	TCR activator	Mito fusion yeast	Integrin act MD	TSG101-PTAP inh	S-ASM inh	MLL CXXC-DNA inh	AT treatment	TSHR antagonist	MBNL1 CUG block
COc1ccc(Nc2nc(-c3cccnc3)cs2)c(OC)c1	4.8%	.	2.4%	21.5%	4.4%	-2.5%	-10.5%	-7.8%	7.2	?
Cc1c(C(N)=O)c(-c2ccccc2)nn1-c1ccccc1	-7.8%	1.1%[46.1 µM]	4.8%	-0.8%	0.8%	2.0%	5.9%	5.8%	7.9	3.6%
CS(=O)(=O)N(CC(=O)NCc1ccccc1Cl)c1cccc([N+](=O)[O-])c1	-7.9%	0.1%	-9.9%	-9.2%	-2.4%	0.6%	2.3%	6.2%	28.4	?
COc1ccc(OC)c(NC(=O)c2ccc(-c3cccs3)cc2)c1	?	2.7%	20.1%	-15.8%	0.1%	-5.6%	16.3%	6.5%	-13.1	.
COC(=O)[C@]1(Cc2ccccc2)N[C@H](c2ccc(-c3ccc(OC)cc3)cc2)[C@@H]2C(=O)N(C)C(=O)[C@@H]21	.	-1.6%	3.4%	28.0%	0.2%	?	.	1.2%	-8.8	.
Cc1ccc(C(c2nnnn2C(C)(C)C)N2CCC(C)CC2)cc1 (configuration not stated)	?	2.1%[46.1 µM]	-0.5%	-30.3%	0.4%	2.0%	31.0%[activator]	.	-13.4	-24.2%
Cc1nnc(NC(=O)CSc2ccc(-c3ccco3)nn2)s1	2.9%	9.2%	3.2%	-11.9%	-3.7%	-2.0%	3.5%	-2.8%	-10.6	7.6%
NC(=O)COC(=O)/C=C/c1cccc(Br)c1	10.7%	13.3%	-7.1%	10.7%	-1.0%	-4.5%	16.8%	-11.0%	2.7	?
CCn1nc(C(=O)NNC(=O)c2ccccc2OCc2c(C)noc2C)c2ccccc2c1=O	.	-6.7%	0.0%	-23.8%	-4.6%	1.1%	.	-13.8%	-4.8	.
Cc1ccc(CN(CC(=O)NCCc2ccccc2)C(=O)CCCC(=O)Nc2cc(C)on2)cc1	-6.4%	3.0%	1.3%	0.0%	-2.7%	-1.4%	-0.1%	0.0%	-8.2	-2.9%
OCCC1CN(Cc2ccccc2-c2ccco2)CCN1C1CCCC1 (configuration not stated)	-26.0%	-4.6%	-7.5%	0.0%	-4.2%	9.7%	14.8%	3.1%	16.2	3.6%
Cn1cc(CN2CCN(c3ccc(Cl)cn3)CC2)c(-c2ccccc2F)n1	-14.2%	-0.9%	-3.4%	-15.9%	-0.8%	-0.6%	2.7%	-3.2%	-3.9	4.3%
O=S1(=O)C=C(SCc2ccccc2)Nc2ccccc21	17.7%	0.6%	4.4%	0.5%	-4.3%	-1.1%	-2.4%	0.2%	2.3	-4.1%
COc1ccc(C2OCC3(CO2)SC(N)=NC3=O)cc1 (configuration not stated)	-0.2%	-19.8%	2.0%	-6.2%	-17.5%	4.6%	7.2%	-4.0%	0.1	-2.4%
COc1ccc2oc(C(=O)OCC(=O)N(C)C3CCCCC3)c(C)c2c1	.	5.3%	14.4%	18.6%	-6.8%	-3.9%	.	-3.1%	-7.9	.
CCC[C@@H]1CCCO[C@@](C(=O)NCc2cc(C)n(C)n2)(C(F)(F)F)C1	-7.0%	-3.3%	.	2.5%	-3.5%	9.6%	.	.	.	.
CC1=C(C(=O)OCC2CCCO2)C(c2ccccc2OC(C)C)C2=C(CC(c3ccco3)CC2=O)N1 (configuration not stated)	-17.4%	1.7%	0.4%	26.4%	-7.8%	i	11.1%	9.3%	-10.3	11.4%
CCCN1CCC(=NNC(=O)c2ccc(Br)o2)CC1	-0.7%	.	-1.0%	7.1%	-1.0%	4.0%	-1.6%	-11.5%	19.4	-2.9%
CCCCC(=O)NC(Nc1ccc(C)cn1)(C(=O)OCC)C(F)(F)F (configuration not stated)	5.0%	-2.3%	4.1%	9.0%	2.7%	0.8%	2.0%	6.8%	18.0	-11.7%
CCN1CCN(c2nc3ccccn3c(=O)c2C=O)CC1	2.5%	-0.5%	-2.9%	10.1%	-7.2%	27.1%	2.4%	7.7%	5.9	15.1%
O=C1c2ccccc2C(=O)N1/N=C/c1ccc(O)c(O)c1	6.3%	-3.0%[46.1 µM]	-2.5%	-8.9%	0.3%	0.4%	12.3%	-3.8%	3.2	.
COc1ccc(/C=N/n2cncn2)cc1Cn1cc([N+](=O)[O-])cn1	.	3.7%	-2.1%	-21.8%	-4.7%	-1.1%	-2.3%	9.3%	-11.6	.
Cc1ccn2c(-c3n[nH]c(=S)n3C)c(C)nc2c1	5.5%	-1.3%[46.1 µM]	4.1%	1.6%	-2.0%	3.9%	-6.5%	23.6%	-0.3	-15.5%
CCOc1ccc2nc(SCC(=O)Nc3ncccn3)[nH]c2c1	10.3%	-0.1%	-0.9%	-6.2%	2.3%	0.2%	-2.9%	.	3.4	-4.8%
Cc1ccc(S(=O)(=O)Nc2ccc(N3CCOCC3)cc2)cc1	-0.5%	-1.0%	-2.9%	12.4%	-0.6%	-0.7%	0.0%	.	2.6	9.9%

Continued:
SMILES	Menin-MLL TR inh	TCR activator	Mito fusion yeast	Integrin act MD	TSG101-PTAP inh	S-ASM inh	MLL CXXC-DNA inh	AT treatment	TSHR antagonist	MBNL1 CUG block
Cc1ccc(NC(=O)CN(C)C(=O)C(C)OC(=O)CNC(=O)c2ccc(Cl)c([N+](=O)[O-])c2)cc1 (configuration not stated)	.	1.4%	-4.8%	-0.6%	-6.5%	-1.1%	.	-10.2%	-8.7	.
COc1ccc(CCNC(=O)CCCOc2cc(=O)n(C)c3ccccc23)cc1OC	-11.9%	5.1%	-10.1%	5.2%	-1.4%	-0.2%	6.9%	-1.9%	-1.3	-1.1%
NC(=O)NCC(=O)N1CCN(S(=O)(=O)c2ccc(Cl)s2)CC1	.	6.9%	-1.9%	28.6%	-2.3%	4.1%	.	-16.5%	0.3	.
O=C(N/N=C/c1ccccn1)C1CC1	4.6%	4.1%	-0.9%	-2.7%	-4.2%	4.0%	14.7%	.	0.4	9.4%
COC(=O)c1sccc1NC(=O)c1ccnn1C	?	14.0%	-2.7%	12.0%	-5.6%	-1.0%	1.8%	-2.3%	-4.2	5.5%
Fc1ccc(-n2c(-c3cccs3)nc3nc4ccccc4nc32)cc1	-5.6%	3.6%[46.1 µM]	-8.3%	0.0%	2.3%	.	7.4%	-1.7%	2.7	21.3%
O=C(Cc1cccc(C(F)(F)F)c1)NCc1cccc(Cl)c1	-0.5%	-6.8%[46.1 µM]	19.4%	-13.8%	-7.4%	1.3%	-5.4%	2.6%	-12.4	1.4%
Cc1nc(NCC2CCCO2)c2nnn(Cc3ccccc3)c2n1 (configuration not stated)	-8.1%	2.6%	8.0%	-7.9%	-1.6%	-0.7%	4.2%	11.7%	10.8	-8.8%
COc1ccc(CCNC(=O)c2cccnc2)cc1	7.0%	5.6%	-0.4%	20.2%	-7.0%	-0.4%	?	-4.2%	5.9	-3.6%
O=C(O)c1cc(-c2ccco2)nn1-c1ccc(Cl)cc1	31.8%[activator]	-3.1%	3.7%	10.3%	-6.0%	3.3%	-19.9%	-2.5%	0.6	-0.5%
CC(NCC(O)COCc1cccs1)C1CC2CCC1C2 (configuration not stated)	-4.1%	.	-4.7%	-25.9%	-9.2%	4.3%	-8.5%	.	-29.0	8.0%
COC(=O)c1ccc(COc2ccc(C#N)cc2)o1	-18.9%	.	0.7%	-6.8%	-0.1%	0.9%	-0.1%	11.6%	-3.7	-8.9%
O=C(/C=C/c1cccnc1)c1ccc(NC(=O)c2cccc(Br)c2)cc1	17.4%	2.4%	0.3%	-23.5%	-0.6%	-5.3%	30.7%[activator]	3.2%	2.2	-4.3%

Source: PubChem BioAssay
